A3G deaminase: APOBEC3G DNA deaminase inhibitors, primary screen, biochemical, fluorescence, single-stranded DNA substrate, uHTS; DNA dC->dU-editing enzyme APOBEC-3G (Homo sapiens), Q9HC16; recombinant A3G, ssDNA deamination FAM/TAMRA fluorescence; inhibition, % at 20 µM; 330,000 tested, 0.28% active;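 active means inhibition of at least 40% at 20 µM, with no more than 30% in the related APOBEC3A deaminase screen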;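 further: plate controls were DMSO wells with A3G for no effect and wells lacking A3G enzyme for full effect; some compounds called inactive have numbers as strong as hits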
hIAP block: human IAP inhibitors, primary screen, biochemical, luminescence, uHTS | Intestinal-type alkaline phosphatase (Homo sapiens), P09923 | purified IAP, CDP-Star luminescence, 30 min | inhibition, % at 10 µM | 330,000 tested, 0.12% active;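 active means inhibition reaching a set limit with compound at 10 µM in the primary screen, cut at about 35% in these data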;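 further: plate controls were DMSO wells with enzyme for no effect and no-enzyme buffer wells for full effect; values of inactives mirror those of a sister screen read the other way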
Target sequence (P09923 whole entry, looked up): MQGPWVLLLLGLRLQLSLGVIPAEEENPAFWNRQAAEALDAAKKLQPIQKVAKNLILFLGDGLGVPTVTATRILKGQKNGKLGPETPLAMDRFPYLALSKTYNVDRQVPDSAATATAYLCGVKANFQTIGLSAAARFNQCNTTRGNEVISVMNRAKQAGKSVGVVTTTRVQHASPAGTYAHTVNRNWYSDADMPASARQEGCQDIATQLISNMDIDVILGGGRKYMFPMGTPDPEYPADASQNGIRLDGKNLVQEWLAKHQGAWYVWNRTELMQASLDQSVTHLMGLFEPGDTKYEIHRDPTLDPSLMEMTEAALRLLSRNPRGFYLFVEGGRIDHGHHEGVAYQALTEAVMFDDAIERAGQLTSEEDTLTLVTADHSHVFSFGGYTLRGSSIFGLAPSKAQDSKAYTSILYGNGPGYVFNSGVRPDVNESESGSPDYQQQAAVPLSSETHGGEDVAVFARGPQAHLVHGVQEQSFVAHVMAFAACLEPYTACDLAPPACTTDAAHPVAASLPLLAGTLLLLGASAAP
NALP3 yeast inh: NALP3 inflammasome inhibitors in reconstituted yeast, primary screen, luminescence, uHTS; 330,000 tested, 0.39% active; Yeast reconstituted NLRP3/ASC/caspase-1, beta-gal luminescence, 24 h; inhibition, % at 10 µM;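 active means inhibition of 50% or more; inactive means inhibition below 50%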;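 further: plate controls were induced DMSO wells for no effect and uninduced yeast grown without galactose for full effect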
mIAP block: inhibitors of mouse IAP, primary screen, biochemical, luminescence, uHTS; intestinal alkaline phosphatase [Mus musculus]; purified mouse IAP, CDP-Star luminescence, 30 min; inhibition, % at 10 µM; 330,000 tested, 0.2% active; AID 2806, 2010;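 active means inhibition of at least 40% at 10 µM in the primary screen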;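 further: plate controls were DMSO with enzyme for no effect and no enzyme wells for full effect; values of inactives mirror those of a sister screen read the other way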
mIAP activ: activators of mouse IAP, primary screen, biochemical, luminescence, uHTS | activation factor at 10 µM | intestinal alkaline phosphatase [Mus musculus] | 330,000 tested, 0.24% active | muIAP, CDP-Star luminescence, 30 min; hits give high values; 1 = vehicle-only enzyme signal, 0 = enzyme-free wells;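 active means activation factor of at least 2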; further: the source names both 10 and 20 µM as test concentration; values of inactives mirror those of a sister screen read the other way
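Assay system: mouse IAP enzyme; Reagent: CDP-Star chemiluminescent phosphatase substrate; Compound: DMSO-dissolved test compounds; Incubation: 30 min, room temperature; Technique: luminescence from enzymatic CDP-Star hydrolysis; Controls: DMSO-only wells and no-enzyme negative control.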
APOBEC3A inh: APOBEC3A ssDNA deaminase inhibitors, primary screen, selectivity assay for APOBEC3G inhibitor project, biochemical, FAM/TAMRA oligo cleavage fluorescence; recombinant A3A, FAM/TAMRA ssDNA deamination fluorescence; 330,000 tested, 0.41% active; AID 493011, 2011; DNA dC->dU-editing enzyme APOBEC-3A (Homo sapiens), P31941; inhibition, % at 20 µM;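 active means at least 40% inhibition at 20 µM here, with at most 30% in a related deaminase screen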;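 further: plate controls were A3A with DMSO for no effect and wells lacking A3A enzyme for full effect; some results filed as inactive read as strong as hits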
Target sequence (P31941 whole entry, looked up): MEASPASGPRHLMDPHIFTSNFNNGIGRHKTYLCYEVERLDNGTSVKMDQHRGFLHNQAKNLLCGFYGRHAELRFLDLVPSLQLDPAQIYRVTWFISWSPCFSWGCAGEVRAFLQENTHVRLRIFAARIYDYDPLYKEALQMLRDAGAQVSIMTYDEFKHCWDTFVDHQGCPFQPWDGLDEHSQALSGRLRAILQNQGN
tim10-1 inh: growth inhibitors of tim10-1 mutant yeast, primary screen, luminescence, uHTS; S. cerevisiae tim10-1 ts strain growth, BacTiter-Glo, 24 h; inhibition, % at 20 µM; 330,000 tested, 2.2% active;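 active means inhibition of at least 40%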;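 further: mutant grown at 25 °C; 0% = DMSO wells with yeast and 100% = wells holding no yeast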
MIN6 prolif: inducers of MIN6 beta-cell proliferation, primary screen, ATP luminescence, uHTS | proliferation, % at 10 µM | MIN6 cells proliferation, ATPlite luminescence, 48 h; cells starved in 0.2% serum; 100% = growth in 10% serum | 330,000 tested, 0.29% active;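 active means compounds whose signal lies at least 3.5 SD above the mean of all wells on their plate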;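 further: 0% = DMSO-treated cells in low-serum medium and 100% = 10% serum control; some compounds called inactive have numbers as strong as hits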
TIM10 inh: growth inhibitors of isogenic TIM10 control yeast, primary screen, counter-screen for tim10-1 yeast inhibitor project, luminescence, uHTS; inhibition, % at 10 µM; 330,000 tested, 1.4% active; AID 463195, 2010; S. cerevisiae TIM10 strain growth, BacTiter-Glo luminescence, 24 h;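 active means inhibition of 40% or more at the single tested concentration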;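 further: wild-type TIM10 isogenic control strain grown at permissive 25 °C; 0% = DMSO yeast wells and 100% = minimal medium wells without yeast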
The depositor's hits bear a star. The order is random; any-hit rate near 4.6%.

SMILES | A3G deaminase | hIAP block | NALP3 yeast inh | mIAP block | mIAP activ | APOBEC3A inh | tim10-1 inh | MIN6 prolif | TIM10 inh
Cc1ccc(OCC(=O)NS(=O)(=O)c2ccc(Cl)cc2)cc1 | -7.5 | 19.7 | -2.6 | 3.1 | 0.969 | 1.5 | -15.7 | 5.7 | 11.8
Oc1c(N=Nc2ccccc2)sc2ccccc12 | 0.2 | 38.3* | 50.6* | 32.3 | 0.677 | 5.3 | 0.7 | -4.0 | 3.2
O=C(NNc1ccccc1)C(=O)NNS(=O)(=O)c1ccc([N+](=O)[O-])cc1 | -6.7 | 10.0 | 20.3 | 19.5 | 0.805 | -2.8 | 4.8 | 1.3 | -14.4
O=C(NCc1ccccc1)c1ccc(CN2CCOCC2)cc1 | -2.5 | -3.9 | 19.4 | -7.0 | 1.07 | 0.3 | -5.1 | -3.3 | 3.1
NC(=O)c1ccc(NC(=O)c2ccccc2S(=O)(=O)c2ccccc2[N+](=O)[O-])cc1 | -6.0 | 3.0 | 14.5 | 9.6 | 0.904 | -0.2 | 10.1 | -1.0 | -7.0
CCc1ccc(NC(=O)c2cc(C(C)C)on2)cc1 | -4.0 | 1.8 | 35.9 | -3.3 | 1.03 | 2.4 | 17.4 | -0.7 | 1.2
O=C(COc1ccc(/C=N/NC(=O)C(=O)N2CCCCC2)cc1)Nc1ccccc1Cl | -7.5 | -3.8 | 18.3 | 1.0 | 0.99 | -3.5 | 13.8 | -3.5 | 13.5
COC(=O)[C@H](CCSC)NC(=O)NCCc1ccc(F)cc1 | -5.1 | -8.6 | -6.0 | -13.9 | 1.14 | -1.2 | -2.2 | 1.2 | -2.4
COc1ccc(NC(=O)Cn2c(=O)n(-c3ccc(CC(=O)NCc4ccco4)cc3)c(=O)c3ccccc32)cc1 | -1.8 | 3.4 | 8.7 | -2.4 | 1.02 | 2.4 | -7.0 | -0.9 | -34.7
CC(C)C[C@@H](CO)N(Cc1ccccc1)S(=O)(=O)N(Cc1ccccc1)[C@H](CO)CC(C)C | -7.5 | 6.9 | -2.4 | -21.7 | 1.22 | 2.0 | 19.1 | -7.3 | 25.0
CC1CC(=O)Nc2ccccc2N1C(=O)CN1CCN(c2ccccc2)CC1 (stereo not given) | -8.1 | -21.8 | 22.1 | 2.2 | 0.978 | -4.2 | -6.4 | -0.9 | 17.6
O=C(N/N=C\c1ccc2c(c1)OCO2)c1ccco1 | -2.9 | 13.0 | 13.1 | 6.3 | 0.937 | 2.8 | -22.8 | -2.2 | 17.9
CC(C)(CNC(=O)CCNC(=O)c1ccc(Br)cc1)N1CCOCC1 | -6.5 | -2.1 | 6.9 | -7.0 | 1.07 | -1.7 | 0.9 | -2.4 | 3.4
COc1ccc(/C(N)=N/OC(=O)C2CCCCC2)cc1OC | -3.3 | 7.8 | -13.0 | 0.4 | 0.996 | 1.1 | 37.0 | -0.7 | 16.1
CCn1nnnc1SCC(=O)c1ccc2c(c1)OCCO2 | -2.0 | -19.9 | 3.4 | -6.0 | 1.06 | 2.0 | 3.3 | -0.3 | -6.5

Next part (two carried over from the part before).
SMILES | A3G deaminase | hIAP block | NALP3 yeast inh | mIAP block | mIAP activ | APOBEC3A inh | tim10-1 inh | MIN6 prolif | TIM10 inh
COc1ccc(/C(N)=N/OC(=O)C2CCCCC2)cc1OC | -3.3 | 7.8 | -13.0 | 0.4 | 0.996 | 1.1 | 37.0 | -0.7 | 16.1
CCn1nnnc1SCC(=O)c1ccc2c(c1)OCCO2 | -2.0 | -19.9 | 3.4 | -6.0 | 1.06 | 2.0 | 3.3 | -0.3 | -6.5
COc1ccccc1C(=O)Nc1cccc(NC(=O)c2ccccc2OC)n1 | -6.1 | -4.5 | 26.6 | -1.2 | 1.01 | -0.8 | 7.3 | -0.1 | -9.3
CCN1C(=O)C2CCCCN2c2ccc(C(=O)NCCOC)cc21 (stereo not given) | -9.6 | 7.2 | -4.4 | 7.1 | 0.929 | -3.3 | -6.2 | -4.7 | 4.6
CNC(=O)c1c(NC(=O)CS(=O)(=O)c2ccc(F)cc2)sc(C)c1C | -3.5 | -2.3 | 15.8 | 2.6 | 0.974 | 3.1 | 2.9 | -2.6 | 16.0
CCOC(=O)Nc1ccc2c(COC(=O)CNS(=O)(=O)c3ccc(NC(C)=O)cc3)cc(=O)oc2c1 | -2.8 | -1.5 | 9.4 | 6.3 | 0.937 | 10.0 | -2.9 | 1.2 | -14.6
Cc1ccc(NC(=O)CN(C)S(=O)(=O)c2ccc(Br)s2)cc1F | 0.9 | -1.9 | 32.9 | -1.6 | 1.02 | 4.9 | -9.6 | -1.9 | -11.5
CCn1cc2nc(SCC(=O)Nc3ccc(OC)cc3OC)n(Cc3ccc(OC)cc3)c(=O)c2n1 | 0.2 | 0.1 | -2.7 | 3.2 | 0.968 | -0.8 | -43.2 | -2.3 | -46.1
Cc1cc(Br)ccc1SCC(=O)OCC(=O)NCc1ccc2c(c1)OCO2 | -0.9 | 4.8 | 14.4 | 6.9 | 0.931 | 1.6 | 28.0 | -3.6 | 3.9
COC(=O)c1ccc2c(=O)n(Cc3ccco3)c(SCC(=O)Nc3ccccc3Cl)nc2c1 | -3.8 | 13.3 | 2.2 | 13.6 | 0.864 | -1.6 | 19.1 | -0.7 | -2.3
COc1cc(C(=O)COC(=O)c2cnc(C)cn2)ccc1OC(F)F | -1.1 | -1.7 | 14.6 | -3.9 | 1.04 | 2.2 | -9.4 | -2.6 | 5.2
CC[C@@]1(C(=O)OC)N[C@H](CN(C)C(=O)Nc2ccc(C(F)(F)F)cc2)[C@@H]2C(=O)N(C)C(=O)[C@@H]21 | -0.8 | 18.4 | 3.0 | 0.5 | 0.995 | 1.7 | 7.7 | 0.0 | -6.9
O=C(NC1CCN(Cc2ccccc2)C1)c1cc(COc2ccc(F)cc2F)on1 (stereo not given) | 1.6 | 4.3 | 20.7 | -1.4 | 1.01 | -1.2 | 14.5 | -1.7 | 4.9
COc1ccc(NS(=O)(=O)c2cccc(C(=O)NC3CCN(Cc4ccccc4)CC3)c2)cc1 | -0.7 | 13.3 | 1.9 | -13.9 | 1.14 | 0.6 | -1.3 | -3.5 | 2.5
CCCNC(=O)COC(=O)c1ccc(S(=O)(=O)N2CCCC2)cc1 | -8.1 | 6.6 | 5.9 | 7.1 | 0.929 | 1.0 | -3.1 | -3.2 | 3.3
O=C(c1ccc([N+](=O)[O-])cc1)N1CCOC12CCN(c1ncc(C(F)(F)F)cc1Cl)CC2 | -3.5 | -23.4 | 13.5 | 17.3 | 0.827 | 0.7 | 11.0 | -3.3 | 1.1
COC(=O)CSc1nc(NCc2ccccc2)nc(N(C)C)n1 | -4.3 | -2.0 | 31.4 | -8.9 | 1.09 | -5.6 | 21.6 | -4.1 | 10.1
COc1ccc(Cl)cc1NC(=S)N1CCN(C(=O)c2ccco2)CC1 | -0.7 | 8.2 | 3.1 | 11.0 | 0.89 | 0.3 | 10.4 | -0.4 | 10.6
CCC(=O)Nc1ccc(NC(=O)c2cc3ccccc3o2)c(OC)c1 | -2.6 | -5.2 | 26.1 | -2.9 | 1.03 | -4.2 | -3.3 | -1.3 | 15.9
COC(=O)/C=C/c1ccc2c(c1)S(=O)(=O)N(Cc1ccc(OC)cc1)[C@H]2CC(=O)OC | 5.4 | -19.1 | 29.1 | 3.4 | 0.966 | 0.7 | 12.2 | -4.6 | 14.0
O=C(O)c1cc(C(=O)C2CC2)c[nH]1 | 1.3 | -19.3 | 16.2 | -8.0 | 1.08 | 0.6 | -9.7 | -3.7 | -3.6
O=C(O)CC(NC(=O)/C(=C/c1ccccc1)NC(=O)c1ccccc1)c1ccccc1 (stereo not given) | -5.7 | -7.4 | -11.7 | -3.4 | 1.03 | -2.7 | -13.0 | 0.1 | 5.1
COC(=O)C1CCN(Cc2cn(Cc3ccccc3)nc2-c2cc3ccccc3o2)CC1 | 1.3 | 6.5 | 20.0 | 9.4 | 0.906 | 1.0 | 14.8 | -5.0 | 14.9
Cc1cccc(N(CC(=O)NCCc2ccccc2)C(=O)CCC(=O)Nc2ccccn2)c1C | -3.7 | 1.9 | 4.3 | 3.8 | 0.962 | -0.4 | 9.6 | 0.2 | 4.1
CC(C)CCSc1nc2[nH]ncc2c(=O)[nH]1 | -7.0 | -15.1 | 20.3 | 7.8 | 0.922 | -2.5 | 8.9 | -0.1 | -2.5
COc1cccc(C(c2sc3ncnn3c2O)N2CCN(C(=O)c3ccco3)CC2)c1 (stereo not given) | -10.4 | 5.8 | 9.2 | -11.4 | 1.11 | -1.5 | -23.4 | -1.4 | -6.9
CCOC(=O)[C@H]1[C@H]2COc3ccccc3[C@@H]2N2C(=O)CN(Cc3ccccc3)C(=O)[C@@]12C | -4.5 | -10.3 | -10.6 | -2.6 | 1.03 | -1.6 | 12.7 | -0.7 | 8.4
CC(C)C(c1nnnn1C1CCCCC1)N1CCc2ccccc2C1 (stereo not given) | -5.3 | -10.7 | -7.8 | 1.6 | 0.984 | -4.0 | 31.6 | -1.2 | 25.3
CC(=O)c1cccc(S(=O)(=O)NC2CCSc3ccccc32)c1 (stereo not given) | -5.6 | -1.8 | 3.0 | 2.7 | 0.973 | -0.7 | 13.1 | -0.5 | 19.1
O=C(Nc1cc(Sc2nc3ccccc3s2)cc([N+](=O)[O-])c1)c1ccccc1F | -3.4 | 2.6 | 15.6 | 12.2 | 0.878 | -4.3 | 14.1 | -2.4 | 28.5
CC(=O)c1ccc(OCc2cc(C(=O)N3CCOCC3)no2)cc1 | 5.1 | 11.4 | 4.0 | -7.3 | 1.07 | 1.9 | -0.9 | 3.5 | 2.9
COC(=O)/C(=C/c1ccc(OC)cc1)NC(=O)c1ccco1 | 16.9 | 4.9 | 6.5 | 5.2 | 0.948 | -0.5 | 13.5 | -0.8 | 3.9
Cc1ccc(-c2csc3nc(C)n(N)c(=O)c23)o1 | -2.0 | -12.3 | 16.1 | -3.3 | 1.03 | -4.7 | 18.1 | 4.0 | -11.5
COc1ccc(NS(=O)(=O)c2cc(-c3cnc(C4CC4)o3)ccc2C)cc1 | -0.2 | 6.2 | 0.5 | 0.2 | 0.998 | -3.8 | 44.5* | -5.7 | -1.3
O=C(COC(=O)/C=C/c1ccc(S(=O)(=O)N2CCOCC2)cc1)Nc1ccccc1F | -5.0 | 2.0 | 7.7 | -1.5 | 1.01 | -0.2 | 14.7 | 0.3 | 10.8
OCCCc1ccc(O)c(O)c1 | 14.4 | 8.6 | 15.3 | 12.9 | 0.871 | 0.2 | -1.8 | -3.5 | -5.6
Cc1ccc(N=Cc2ccc[nH]2)c(O)c1 | -3.9 | -16.7 | 13.7 | -0.6 | 1.01 | -2.9 | -0.7 | -5.5 | 14.8

Assay outcomes as filed in PubChem BioAssay.
